# CHO-K1 Ca ag = nonselective activator or artifact in parental CHO-K1 cells | hit rate 0.48% among 360,000 | Fluo-8 calcium fluorescence; scaled to maximal ATP response, vehicle zero | AID 602248 | activation, % at 3 µM; in the data active means activation above about 15%;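 further: untransfected CHO-K1 host cells lacking M1 receptor as counterscreen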
# CHO-K1 Ca PAM = M1 PAM counterscreen hit in parental CHO-K1 cells; ATP EC20, Fluo-8 calcium fluorescence; 0% at ATP EC20, 100% at ATP max; activation, % at 3 µM; hit rate 0.02% among 360,000;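 active means activation above the run cutoff, the mean activation of all test compounds plus 3 SD, cut at about 40% in these data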;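 further: peak over basal fluorescence ratio in a 140 s read after ATP addition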
# OXTR potentiate = human OXTR potentiation | P30559 | CHO-OTR cells, Fluo-8 calcium fluorescence, potentiator mode; 0% = oxytocin EC15, 100% = EC100 | activation, % at 3 µM | hit rate 0.061% among 320,000;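 active means activation above that plate's cutoff, the mean activation of tested compounds plus 3 SD, cut at about 6.6% in these data, passing the limit was not always enough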;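 further: 100% uses oxytocin at 75 nM as the full agonist control; some results filed as inactive read as strong as hits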
# Target sequence (P30559 whole entry, looked up): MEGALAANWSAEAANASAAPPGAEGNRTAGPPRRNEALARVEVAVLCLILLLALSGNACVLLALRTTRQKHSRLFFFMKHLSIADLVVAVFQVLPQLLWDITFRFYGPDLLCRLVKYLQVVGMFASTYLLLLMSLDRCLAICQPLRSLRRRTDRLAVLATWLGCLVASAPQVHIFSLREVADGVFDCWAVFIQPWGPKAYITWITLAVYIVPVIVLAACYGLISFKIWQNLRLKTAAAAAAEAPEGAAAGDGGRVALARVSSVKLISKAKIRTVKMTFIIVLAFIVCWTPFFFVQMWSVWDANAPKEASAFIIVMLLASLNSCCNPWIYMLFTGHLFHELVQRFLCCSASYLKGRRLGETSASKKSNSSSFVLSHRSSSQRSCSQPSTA
#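 System: human OTR in CHO cells / Also added: sub-maximal oxytocin, roughly EC15 / Control set: EC15 oxytocin low, 75 nM oxytocin high / Schedule: 6 min compound pre-incubation at room temperature, 100 s kinetic read / Compound: single-point 3.0 µM / Replication: singlicate / Technique: Fluo-8 calcium dye fluorescence / Read-out basis: % activation of max/min ratio relative to oxytocin controls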
# CHO parental Ca = counter-screen: ATP calcium response change in parental CHO cells; hit rate 0.63% among 330,000; parental CHO-K1, ATP-induced calcium, Fluo-8 fluorescence; inhibition, % at 5.6 µM; AID 463079;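 active means inhibition above that plate's mean sample inhibition plus 3 SD, cut at about 26% in these data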;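 further: 0% = ATP-challenged DMSO wells and 100% = DMSO wells without ATP; some compounds past the cut are filed as inactive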
#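 Measured by: calcium-sensitive Fluo-8 fluorescence / Test system: CHO parental line / Controls: ATP-challenged DMSO wells low, unchallenged DMSO wells high / Measure: % inhibition / Compound: single nominal dose of 5.6 µM per compound / Replicates: single well per compound, no replicates / Reagent: ATP as calcium-mobilizing challenge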
# V1R ag counter = V1a receptor agonism, counter-screen for OXTR agonists | P37288 | CHO-V1R cells, Fluo-8 calcium fluorescence, agonist mode; 0% DMSO, 100% 3 nM vasopressin | activation, % at 3 µM | hit rate 0.25% among 320,000;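 active means activation above the mean activation of all tested compounds plus 3 SD, per screening run, cut at about 20% in these data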;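 further: signal is peak over basal fluorescence ratio across a 100 second FLIPR read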
# CHO-K1 Ca antag = M1 antagonist counterscreen hit in parental CHO-K1 cells | inhibition, % at 3 µM | ATP-induced calcium, Fluo-8 fluorescence | hit rate 0.6% among 360,000;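 active means inhibition above a per-plate cutoff, the plate's mean sample inhibition plus 3 SD, cut at about 24% in these data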;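 further: 0% = DMSO plus EC80 ATP and 100% = DMSO alone without ATP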
# TAAR1 ag = human TAAR1 agonism; Q96RJ0; CHO RD-HGA16 TAAR1, Fluo-8 calcium fluorescence; vehicle wells 0%, saturating PEA agonist 100%; activation, % at 3 µM; hit rate 0.99% among 360,000; AID 624467;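 active means activation above the mean activation of all test compounds in the run plus 3 SD, cut at about 38% in these data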
# Target sequence (Q96RJ0 whole entry, looked up): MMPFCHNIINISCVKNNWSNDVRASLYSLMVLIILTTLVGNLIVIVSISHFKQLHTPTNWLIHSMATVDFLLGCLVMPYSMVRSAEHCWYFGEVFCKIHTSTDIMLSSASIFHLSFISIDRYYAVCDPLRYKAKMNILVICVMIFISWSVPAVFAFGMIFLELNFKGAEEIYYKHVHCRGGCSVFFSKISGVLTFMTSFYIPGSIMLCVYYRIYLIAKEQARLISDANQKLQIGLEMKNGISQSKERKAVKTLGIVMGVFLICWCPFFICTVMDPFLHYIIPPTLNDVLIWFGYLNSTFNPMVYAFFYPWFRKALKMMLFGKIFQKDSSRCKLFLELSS
#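 Test system: RD-HGA16 (CHO) cells co-expressing Gα16 and hTAAR1 | Doses: Single dose, 3 µM | Schedule: 17-24 h seeding, 75 min 37 °C dye, 30 min RT | Evaluation: % activation from peak over basal fluorescence ratio, DMSO-to-PEA scaled | Technique: Kinetic Fluo-8 calcium fluorescence | Benchmarks: Low control DMSO, high control PEA (EC100)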
# TAAR1 antagonist = human TAAR1 antagonism. Q96RJ0. CHO RD-HGA16 TAAR1, Fluo-8 calcium fluorescence, antagonist. inhibition, % at 3 µM. hit rate 1.5% among 360,000. AID 624466;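 active means inhibition above a per-plate cutoff, the mean inhibition of test compounds on that plate plus 3 SD, cut at about 49% in these data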;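 further: 0% = DMSO plus EC80 beta-PEA response and 100% = DMSO alone without agonist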
#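 Material: CHO RD-HGA16 cells bearing hTAAR1; compound dosing: one-point dosing, 3 µM nominal final; schedule: dye loading 75 min at 37 °C, then 30 min room temperature; measured by: calcium fluorescence with Fluo-8; control set: vehicle and agonist controls; replication: n of 1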
# M1 ag = agonists of human M1 muscarinic receptor | CHO-K1 hM1, Fluo-8 calcium fluorescence, agonist mode; 0% DMSO, 100% acetylcholine EC100 | AID 588814 | activation, % at 3 µM | P11229 | hit rate 0.33% among 360,000;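 active means activation above the run's mean compound activation plus 3 SD, cut at about 16% in these data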;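 further: peak over basal fluorescence ratio within a 140 s kinetic read after compound addition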
# Starred values were filed as active, the others as inactive; . = not tested or not shown.
compound,OXTR potentiate,CHO-K1 Ca ag,CHO-K1 Ca PAM,CHO-K1 Ca antag,CHO parental Ca,TAAR1 antagonist,M1 ag,TAAR1 ag,V1R ag counter
COC(=O)c1ccc2c(=O)[nH]c(CSc3nc(C)cs3)nc2c1,-7,-0.3,-2,0,-6,3,-4,0,-0.8
COc1ccc(OC)c(C2CC(=O)c3c([nH]c(C(=O)OC(C)C)c3C)C2)c1 (centres undefined),-1,0.5,30,-21,-23,-5,-3,2,-1.2
COc1ccc2cc(C(C)C(=O)Nc3cccc(S(=O)(=O)N(C)C)c3)ccc2c1 (centres undefined),-12,5.6,3,-2,-15,1,-9,-3,5.2
COc1ccc(Nc2nc(N)nc(CN3CCN(c4ccc(F)cc4)CC3)n2)cc1,-10,1.5,-4,13,-22,17,-8,8,0.8
COc1ccc([N+](=O)[O-])cc1NC(=O)c1ccc(C)o1,3,1.3,18,-10,-9,-19,-7,3,-0.1
CN1CCN(CCCN(Cc2cccs2)C(=S)Nc2ccc(Cl)cc2)CC1,-16,3.9,-4,-12,-15,-4,-4,5,0.5
CC(Sc1nnc(N)s1)C(=O)Nc1ccc2c(c1)OCO2 (centres undefined),.,-0.7,-11,3,.,-16,3,3,.
Cc1cc(C)nc(SCC(=O)Nc2ccc(S(=O)(=O)Nc3cc(C)on3)cc2)n1,-5,1.3,1,0,-12,-17,0,3,0.5
COc1cccc(NC(=O)N(C)C[C@H]2Oc3ncc(Br)cc3C(=O)N([C@H](C)CO)C[C@H]2C)c1,.,0.8,16,-17,.,-18,-5,5,.
CC(C)CCN(C)C1CCN(S(=O)(=O)c2ccc(F)cc2)CC1,-6,0.3,1,0,-16,12,-12,1,0.2
O=C(CC(c1ccccc1)c1cc(Cl)ccc1O)N1CCOCC1 (centres undefined),-6,3.0,18,-3,-19,2,-4,7,2.6
Cc1cc(NC(=O)COc2ccc(N(C)S(=O)(=O)c3ccccc3)cc2)no1,-17,2.5,9,-7,0,6,8,11,7.9
COc1ccc(S(=O)(=O)NCCOc2ccc(Cl)cc2)cc1,-12,3.3,9,-12,-9,6,2,0,3.0
COc1ccc(CNCc2cc(OC)ccc2OC)cc1,-11,1.3,8,-12,-15,-22,-6,9,0.8
Cc1ccc(S(=O)(=O)N/N=C/c2ccc(C#N)cc2)cc1,-11,7.9,1,-7,5,2,-7,1,0.0
O=[N+]([O-])c1ccc(NCc2ccc3c(c2)OCO3)cc1,-9,2.4,12,-13,4,33,-5,7,-0.8
CCN(C(=O)c1cc2c(=O)n3ccccc3nc2n1C)C1CCCCC1,-12,3.9,14,-20,-23,8,0,9,4.8
COc1ccccc1C1(O)CCN(CC(=O)Nc2c(C)nn(C)c2C)CC1,-6,0.4,24,-11,-11,7,-5,-2,0.0
CCOc1ccc(CCNC(=O)COC(=O)CNC(=O)c2ccc(Br)o2)cc1OCC,2,-0.4,-1,-4,-22,-2,-3,-2,-0.6
COC(=O)C1=C(C(=O)OC)[C@@H]2N(Cc3ccccc3)c3ccccc3[C@@]23C[C@@H](CO)N(C(=O)NC2CCCC2)C3=N1,4,0.4,9,-7,-33,5,-3,8,0.9
Cc1ccc(NC(=O)N(Cc2nc3ccccc3c(=O)[nH]2)Cc2cccs2)cc1,-3,1.9,15,-1,-23,-12,-5,5,1.5
CCCCC(=NCCc1c(C)[nH]c2ccccc12)C1=C(O)CC(c2ccccc2)CC1=O (centres undefined),-20,0.5,5,-7,-18,4,-6,7,-1.4
COCCNc1nc(-c2ccc(OC)cc2)c(-c2ccc(OC)cc2)s1,-8,-0.5,-13,4,-13,1,-3,1,1.1
COc1cc(/C=C2/SC(=S)N(CC(=O)Nc3nc4ccccc4s3)C2=O)cc(OC)c1OC,1,-0.5,-13,6,-7,-10,1,1,1.5
CCC(CC)c1nnc(NC(=O)C2=COCCO2)s1,2,1.9,13,-7,-5,-3,-1,0,1.3
Cc1nc2c(c(=O)c3ccccc3n2C)c(=O)n1-c1ccccc1,-3,-0.4,-24,2,-9,-2,-5,-1,-1.4
CCc1nc2ccc(C(=O)N3CCN(c4cc(C)ccc4C)CC3)cc2nc1CC,-8,-1.1,4,-17,-34,-37,-3,-2,-1.7
CCOC(=O)c1ccc(-n2cccc2/C=C2\NC(=O)NC2=O)cc1,-8,9.8,-17,-12,-18,51*,-5,16,5.5
CC(C)Oc1nnnn1-c1ccccc1,-12,0.2,9,-11,-19,-15,-2,4,-0.6
Nc1nnc(SCC(=O)NN2C(=O)NC3(CCCCC3)C2=O)s1,-5,-0.4,0,3,4,-7,-5,3,0.0
Cc1c(-c2ncn[nH]2)sc(C#N)c1-c1ccccc1,0,2.4,22,-12,-3,13,-7,14,0.7
Cc1nnc(NC(=O)CSc2nnc(CC(=O)Nc3ccccc3F)n2C)s1,-4,0.8,8,-1,5,6,-2,0,0.9
CC1CCc2sc(C(=O)N(C)CC(=O)Nc3cccc(F)c3)cc2C1 (centres undefined),-5,0.0,-23,10,-12,-51,-4,-2,0.8
COc1ccc(CNC(=O)CCCn2nc(C)c([N+](=O)[O-])c2C)cc1OC,-3,-0.2,-2,0,-13,-23,-4,6,1.4
CCc1ccc2[nH]c3nc(SCc4nnc(-c5ccccc5)o4)nnc3c2c1,1,0.3,12,-14,-18,-8,-2,0,0.2
CCOC(=O)Nc1nnc(CCc2ccccc2)s1,-10,0.3,11,-2,-11,-6,-2,3,1.6
CCOc1ccc(C(=O)Nc2nnc(SCC(=O)NCC3CCCO3)s2)cc1OCC (centres undefined),11*,0.7,-11,6,4,-18,-2,0,0.7
N#CC1=C(N)SC(N)=C(C#N)C1c1ccc([N+](=O)[O-])cc1,0,0.8,10,-2,-1,-5,-5,2,0.5
CN1CCc2c(sc3nc(NN)n(-c4ccc(Cl)cc4)c(=O)c23)C1,-10,-0.9,3,2,-3,.,0,.,-0.1
NCCCCCNC(=O)c1[nH]cnc1C(=O)N[C@@H](Cc1ccccc1)C(=O)OCc1ccccc1,1,0.9,24,-16,-8,3,-10,10,1.5
COc1cc(C(=O)N/N=C(\C)c2ccc3c(c2)OCO3)cc(OC)c1OC,-9,0.9,16,-6,-12,-1,-9,2,-0.7
COC(=O)c1c(C)cc(O)c(C)c1O,0,1.1,-2,2,-4,3,-3,1,2.2
CC(=O)c1ccc(OC2(C)CCN(Cc3cccn3-c3nccs3)C2)cc1 (centres undefined),.,0.4,17,-6,.,14,-9,-1,.
CCCCCN(C(=O)CCC(=O)OCC(=O)c1ccc(C(C)CC)cc1)c1c(N)n(CCCC)c(=O)[nH]c1=O (centres undefined),-5,0.1,5,-1,-22,.,-1,.,0.1
CCCS(=O)(=O)NC(=O)C1(C)CCCN(C(=O)c2nc(C)oc2C)C1 (centres undefined),.,0.7,9,-12,.,.,-3,.,.
COc1cc(/C=N/NC(=O)C(N)=O)ccc1OC(=O)c1cccs1,-8,1.2,10,2,-7,-10,-5,1,0.1
COc1ccccc1C(=O)COC(=O)/C=C/c1ccccc1,-3,-0.2,-11,7,4,-31,-5,0,-0.5
CCN(CC)C(=O)C1=C(C)N(CCCOC)C(=O)C(CC(=O)NC2CCCC2)C1 (centres undefined),.,1.2,8,-4,.,0,-3,1,.
Cc1cc(F)c(F)c(C(=O)NC2CC2)c1Cl,-1,0.0,11,-13,-5,-4,-3,4,-0.2
COc1ccc(N2CCN(Cc3nc(-c4ccc(Cl)cc4Cl)no3)CC2)cc1,-2,4.4,26,-14,-14,5,-5,-1,0.8

# Continued:
compound,OXTR potentiate,CHO-K1 Ca ag,CHO-K1 Ca PAM,CHO-K1 Ca antag,CHO parental Ca,TAAR1 antagonist,M1 ag,TAAR1 ag,V1R ag counter
CC(=O)Nc1ccc(S(=O)(=O)NCC2CC3CCC2C3)cc1 (centres undefined),.,2.6,-17,4,.,-14,4,11,.
Cc1ccccc1OCC(O)Cn1c(NCc2ccccc2)nc2c1c(=O)[nH]c(=O)n2C (centres undefined),-9,0.3,17,-5,-18,-2,-1,9,-1.1
CCC(C)(C)C1CCC2(CC1)NC(=S)N(c1ccccc1)N2 (centres undefined),-9,1.2,23,-9,-3,4,-4,0,0.5
CCc1cc2c(-n3nc(C)cc3C)ncnc2s1,-2,0.2,6,2,-7,4,-1,19,-0.2
CC1CCc2c(sc(/N=C/N(C)C)c2C#N)C1 (centres undefined),2,-0.7,-9,16,-13,-5,-10,1,-0.9
Cc1ccc(CN2CCC[C@]3(N[C@H](c4ccc(C(F)(F)F)cc4)[C@@H]4C(=O)N(C)C(=O)[C@@H]43)C2=O)cc1,.,-0.1,14,-4,.,-14,-8,1,.
Cc1cc(C(F)(F)F)n2ncc(-c3cccc(Br)c3)c2n1,1,-0.2,-20,4,-10,-6,0,13,2.0
Cc1c(-c2ccccc2)n(O)c(-c2ccc(N(C)C)cc2)[n+]1[O-],.,-0.1,0,-5,.,-5,-4,1,.
CN(CC(=O)Nc1cccc(F)c1)C(=O)/C=C/c1cn(Cc2ccccc2)nc1-c1cccnc1,-8,1.6,13,0,-26,6,-7,-2,0.5
CCOC(=O)c1sc2nc(C)nc(NCCc3ccccn3)c2c1C,-10,1.2,-8,8,-5,-4,-4,5,0.1
COc1ccc(CN2c3cc(S(=O)(=O)N4CCOCC4)ccc3N3CCCC32)cc1 (centres undefined),-7,0.0,1,2,-9,-1,-5,0,2.2
COc1ccc(Cc2nc(C(=O)Nc3ccccc3)cs2)cc1,-13,1.9,3,-1,12,15,0,6,2.8
Cc1nc(CCNC(=O)C2CCC(=O)N(CCc3cccc(F)c3)C2)sc1C (centres undefined),.,0.1,10,-6,.,-12,-2,0,.
C[C@H](O)[C@@H]1C(=O)N2CCc3ccc(-c4ccccc4)cc3[C@@H]2C[C@@H]1N(C)C(=S)Nc1ccc(F)cc1,.,0.6,-4,3,.,-3,9,66*,.
Cn1nc(C(F)(F)F)c(C#N)c1N1CCN(c2ccc(F)cc2)CC1,-8,3.1,9,-3,1,5,-2,8,1.6
CCCCC[C@H](C)N1C[C@H](COCc2ccccc2)Oc2cc(N3CC[C@@H](O)C3)ccc2S1(=O)=O,.,0.3,6,-24,.,-2,.,-2,.
O=C(C1CCN(S(=O)(=O)c2ccccc2[N+](=O)[O-])CC1)N1CCOCC1,-3,0.3,-4,-7,1,10,-10,4,-0.2
